MBD2 inh – MBD2-methylated oligo binding inhibition | TR-FRET, MBD2 binding to methylated oligonucleotide | inhibition, % at 4.4 µM | 0.31% of 370,000 active; in the data active = inhibition above about 13%
SIAE primary – inhibitors of human sialic acid acetylesterase SIAE; AID 1053197; SIAE FP-Rh probe binding, fluorescence polarization; Q9HAT2; inhibition, % at 9.66 µM; 0.69% of 370,000 active;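 active = inhibition above a cutoff: mean of compounds within the control limits plus 3 SD of those, cut at about 17% in these data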;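 note: 0% = plate median of compound wells and 100% = probe without SIAE protein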
Target sequence (Q9HAT2 whole entry, looked up): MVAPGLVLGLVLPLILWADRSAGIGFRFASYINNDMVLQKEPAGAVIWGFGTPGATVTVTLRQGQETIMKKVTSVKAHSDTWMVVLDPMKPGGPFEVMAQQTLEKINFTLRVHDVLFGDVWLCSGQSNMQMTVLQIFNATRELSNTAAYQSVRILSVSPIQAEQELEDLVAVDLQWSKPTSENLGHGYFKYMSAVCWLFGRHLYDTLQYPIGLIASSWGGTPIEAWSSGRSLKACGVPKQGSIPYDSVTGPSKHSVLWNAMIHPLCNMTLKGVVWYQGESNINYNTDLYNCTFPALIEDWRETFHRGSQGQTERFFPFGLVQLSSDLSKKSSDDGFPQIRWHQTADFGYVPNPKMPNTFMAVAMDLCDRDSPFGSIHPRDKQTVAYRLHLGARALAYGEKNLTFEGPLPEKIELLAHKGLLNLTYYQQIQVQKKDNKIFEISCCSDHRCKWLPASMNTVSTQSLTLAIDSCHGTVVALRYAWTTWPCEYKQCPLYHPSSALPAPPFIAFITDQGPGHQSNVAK
GC-B act – GC-B (human) receptor activation; P20594; HEK293-GC-B cells, CNP EC30, cGMP TR-FRET; 0% at EC30 CNP, 100% saturating CNP; activation, % at 10 µM; 0.11% of 370,000 active; AID 1920062;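 active = activation at 10 µM reaching about 35% in either raw or pattern-adjusted values, limit read from the data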
TCR-CD3 inh – human TCR-CD3 binding inhibition | TAMRA-labeled TCR probe fluorescence, biochemical | inhibition, % at 9.4 µM | 0.37% of 360,000 active | AID 651800; in the data active = inhibition above about 19%;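 note: recombinant mutant TCR 2C K166C tagged with TAMRA read by polarization; 0% = receptor in buffer alone and 100% = receptor with positive control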
TDP2 absorb – blocks human TDP2 phosphodiesterase activity. recombinant TDP2, T5PNP hydrolysis, p-nitrophenol absorbance 415 nm. 0.34% of 370,000 active. AID 720702. inhibition, % at 12.8 µM. O95551;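 active = inhibition above the mean of all tested compounds plus 3 SD, set per campaign, cut at about 25% in these data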;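 note: 0% = DMSO with enzyme and 100% = buffer with substrate but no TDP2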
Target sequence (O95551 whole entry, looked up): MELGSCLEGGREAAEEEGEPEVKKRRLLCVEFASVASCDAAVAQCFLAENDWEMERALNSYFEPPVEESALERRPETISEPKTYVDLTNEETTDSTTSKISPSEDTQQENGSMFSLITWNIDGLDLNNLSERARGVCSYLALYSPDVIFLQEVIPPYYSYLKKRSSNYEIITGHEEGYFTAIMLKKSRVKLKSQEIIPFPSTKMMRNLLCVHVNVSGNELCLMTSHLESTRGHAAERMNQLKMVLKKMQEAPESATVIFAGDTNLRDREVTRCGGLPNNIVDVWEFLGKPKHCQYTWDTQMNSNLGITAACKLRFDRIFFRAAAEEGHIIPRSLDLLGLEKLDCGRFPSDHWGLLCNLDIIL
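Evaluation: % inhibition relative to enzyme-containing and enzyme-free wells. Material: recombinant human TDP2. Benchmarks: enzyme-free and DMSO wells. Timing: enzyme reaction with compound for 2 h at 37 °C. Compound dosing: 12.8 µM only. Measured by: p-Nitrophenol epi absorbance. Reagent: T5PNP substrate at 5 mM, a TopII-DNA adduct mimic. Replication: single well per compound.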
LEDGF integ inh – blocks HIV-1 LEDGF/p75-dependent DNA integration; TR-FRET IN-LEDGF/p75 DNA integration, Eu/Cy5; inhibition, % at 3.7 µM; 0.64% of 370,000 active; AID 743269;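 active = inhibition above the screen-wide mean plus 3 SD, cut at about 13% in these data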;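 note: signal is the Cy5 over europium emission ratio at 671 and 618 nm; 0% = plate median of compound wells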
PRMT1 FP inh – PRMT1 (human) inhibition, primary screen. Q99873. recombinant PRMT1, activity-based probe fluorescence polarization. inhibition, % at 2.79 µM. 1.3% of 370,000 active;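 active = inhibition above about 21% made by adding two undisclosed values, limit read from the data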
rCAG binder – molecules binding r(CAG) RNA repeats | inhibition, % at 3 µM | 1.3% of 370,000 active | AID 651821 | r(CAG) RNA repeat, TO-PRO-1 dye displacement fluorescence;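 active = inhibition above the plate cutoff, the mean of all test compounds on that plate plus 3 SD, cut at about 35% in these data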;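 note: 0% = DMSO alone and 100% = 100 µM mitoxantrone as full dye displacement; higher means more dye released from RNA so lower well fluorescence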
mABHD4 FP – inhibitors of mouse ABHD4. Q8VD66. 0.54% of 370,000 active. purified mABHD4, FP-Rh probe fluorescence polarization. inhibition, % at 8.92 µM;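 active = inhibition exceeding the mean over every tested compound plus 3 SD, cut at about 30% in these data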;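 note: 0% = plate median of compound wells and 100% = S159A mutant with DMSO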
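System: mouse ABHD4 enzyme, wild type / Medium: HEPES pH 7.0, NaCl, Pluronic buffer / Reagent: FP-Rh activity-based fluorescent probe / Control set: S159A mutant high control, sample median low control / Detection: fluorescence polarization with parallel and perpendicular emission, 525/598 nm / Schedule: 45 min + 60 min at 25 °C / Compound dosing: 8.92 µM, single dose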
HTRA1 inh – HTRA1 (human) protease inhibition | Q92743 | recombinant HTRA1, FP-rhodamine activity-based probe, fluorescence polarization | inhibition, % at 5.96 µM | 0.5% of 340,000 active | AID 504803; in the data active = inhibition above about 36%;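 note: 0% = enzyme with DMSO and 100% = wells lacking enzyme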
Starred values were filed as active, the others as inactive; / = not tested or not shown; & = joins results of further samples. The list is partial; the hit share may differ from the screen's.

SMILES | MBD2 inh | SIAE primary | GC-B act | TCR-CD3 inh | TDP2 absorb | LEDGF integ inh | PRMT1 FP inh | rCAG binder | mABHD4 FP | HTRA1 inh
O=C1NC[C@H](CCCCN2CCN(Cc3ccccc3)C(=O)C2=O)N(Cc2ccccc2)C1=O | -3.9 | 2.0 | 2.0 | 0.1 | -1.8 | 3.5 | -2.3 | 2.5 | 3.7 | /
Cc1cc(NC(=O)CCC(=O)N(CC(=O)NC2CCCC2)c2ccc(F)cc2)no1 | 0.7 | 0.4 | 1.0 | 2.8 | 14.5 | -2.0 | 1.4 | -1.7 | 5.2 | -6.0
CN(CCC1CCOCC1)C(=O)CC1C(=O)NCCN1CC1CCCCC1 (centres undefined) | -0.8 | -6.5 | 0.3 | 5.4 | -15.7 | -6.6 | 3.7 | -0.2 | 3.4 | 1.8
Cc1ccc(/C=N/NC(=O)CNC(=O)c2ccc(S(=O)(=O)N3CCCC3)cc2)o1 | -0.6 | -1.3 | -2.8 | -5.5 | 10.2 | -3.6 | 7.3 | 2.1 | -0.2 | 0.7
CCN1C(=O)CC(N2CCN(c3ccc(Cl)cc3)CC2)C1=O (centres undefined) | 0.1 | -1.4 | -0.1 | -0.1 | 1.9 | -1.4 | -1.2 | -8.1 | 1.8 | 2.4
O=C(CSc1nc2ccccc2c(=O)n1-c1ccc(Cl)cc1)N/N=C/C=C/c1ccccc1[N+](=O)[O-] | 11.0 | -15.1 | -9.1 | -5.1 | -3.8 | -4.3 | 0.2 | 3.1 | -17.4 | -14.5
NS(=O)(=O)c1ccc(NCc2cc(Cl)ccc2OCc2ccc(F)cc2)cc1 | -0.7 | 3.4 | -7.9 | -3.4 | -4.6 | 3.1 | -1.9 | 6.6 | -35.4 | -42.9
Cc1ccccc1NC(=O)C(Cc1ccccc1)n1cccc1 (centres undefined) | 3.5 | -0.6 | -2.2 | 0.9 | -6.7 | -0.7 | -0.5 | -1.5 | -8.6 | 0.6
Cc1ccccc1OCC(O)CN1CCC(C)CC1 (centres undefined) | 2.1 | 5.9 | -1.6 | -5.1 | -13.2 | 3.5 | -4.0 | 1.6 | -1.3 | -3.3
COc1ccc(CNC(=O)Cn2ccc(NC(=O)OCc3ccccc3)nc2=O)cc1 | 2.2 | -0.5 | -3.5 | 4.9 | 4.5 | -2.8 | -4.9 | 2.5 | -3.3 | -3.7
C[C@@H]1CCC[C@]2(O[C@@H](CCO)C[C@H](O)[C@H]2O)O1 | -3.8 | 3.1 | 1.9 | -0.2 | 7.2 | -1.2 | 0.4 | 0.7 | 4.1 | -0.2
Cc1ccccc1C(=O)N1CCN(c2ccc([N+](=O)[O-])c(NCc3cccnc3)c2)CC1 | -12.5 | 2.9 | -0.7 | 8.1 | -12.7 | -1.6 | -1.2 | -3.1 | 0.4 | -5.4
O=C(OCCN1C(=O)c2cccc3c(N4CCOCC4)ccc(c23)C1=O)c1ccccc1Cl | -2.0 | -1.1 | 4.3 | 3.7 | 7.9 | 3.2 | 77.9* | -5.0 | -10.5 | -39.8
CSCCC(NC(=O)c1ccc(Cl)cc1Cl)C(=O)NNC(=O)c1csc(N2CCOCC2)n1 (centres undefined) | -1.8 | 0.4 | -4.7 | -3.1 | 7.9 | -1.4 | 0.9 | -0.3 | 7.4 | -4.2
S=C(NC1CCCC1)N1CCN(C/C=C/c2ccccc2)CC1 | 0.7 | -1.9 | 2.7 | -2.7 | 2.1 | -3.5 | 1.5 | -4.2 | 3.9 | -1.5
O=C(NNC(=O)c1n[nH]c2ccccc12)c1ccccc1 | 0.0 | 0.4 | 0.9 | -10.5 | 7.7 | -9.2 | 0.4 | 0.2 | -1.2 | 0.7
Cc1ccc(-n2c(-c3ccccc3)c[n+]3c2CCc2ccccc2-3)c(C)c1 | 0.9 | 8.7 | -5.6 | -1.9 | -4.1 | 3.5 | -3.0 | 5.8 | 0.2 | 2.1
C[C@H](CCC(=O)NCC(=O)O)[C@H]1CC[C@H]2[C@@H]3[C@H](O)C[C@@H]4C[C@H](O)CC[C@]4(C)[C@H]3C[C@H](O)[C@]12C | 0.7&-1.1&0.4 | -5.0&-4.8&-0.9 | 4.6&-2.0&-4.4 | 1.3&2.0&-1.0 | 1.3&-2.0&3.6 | 2.0&-0.6&-1.6 | -1.5&-2.3&0.8 | 21.1&17.6&17.9 | -5.2&-3.1&-5.1 | -0.2&1.6&-1.4
CCN(CC)S(=O)(=O)c1ccc(C(=O)NCc2n[nH]c(=S)n2-c2ccccc2OC)cc1 | -1.2 | 2.7 | 2.9 | -0.7 | 3.1 | -0.2 | -0.5 | 3.7 | -4.5 | -3.3
Nc1ccc(C(=O)N(CCO)CCO)cc1 | -0.1 | 6.2 | 4.0 | 4.6 | -6.6 | 0.1 | -0.4 | -2.2 | -0.1 | 4.5
Cn1cccc1C(=O)NNC(=O)COc1ccc(Br)cc1 | -4.0 | -80.8 | 1.7 | 0.0 | 10.6 | 3.8 | -2.5 | 0.5 | 5.6 | -3.8
O=C(C(Sc1ccccc1)c1ccccc1)N1CCN(c2ccccc2)CC1 (centres undefined) | -5.1 | -0.1 | 4.5 | -1.5 | -12.4 | 3.7 | -2.5 | -0.1 | -21.2 | -6.5
O=C(C1CCN(S(=O)(=O)c2ccccc2)CC1)N(CCc1ccccc1)Cc1ccco1 | -2.3 | -6.6 | 2.8 | 4.4 | -17.0 | -0.9 | -0.4 | 7.1 | -6.9 | -25.1
COc1ccc(CNCCS(=O)(=O)NCc2ccccc2)cc1 | 3.8 | 5.2 | -3.9 | 3.0 | 0.9 | 2.4 | 2.2 | 0.4 | -4.2 | 1.7
C/C(=N\Nc1nc2ccccc2[nH]1)c1ccc2c(c1)OCCO2 | -2.6 | 19.8* | -7.8 | 3.7 | -12.6 | 3.9 | -2.2 | 3.1 | 22.3 | 14.1
Cc1ccc(C)c(OCc2cc(C(=O)N3CCc4sccc4C3)no2)c1 | 4.4 | -1.2 | 1.5 | -6.7 | -5.7 | 1.3 | 1.4 | -1.6 | 6.8 | -2.8
Cc1nn(CC(=O)Nc2ccc(N3CCOCC3)cc2)c(C)c1[N+](=O)[O-] | -6.5 | 7.0 | 3.9 | 9.6 | 2.1 | -4.3 | -0.4 | 3.1 | 1.8 | 2.5
CCOC(=O)C1CCCCN1Cc1cn(C)nc1-c1ccccc1F (centres undefined) | -4.1 | -0.6 | 1.5 | -10.2 | -4.8 | 0.2 | 4.5 | -7.2 | -0.4 | 7.0
O=C(CCl)Nc1sccc1C(=O)c1ccccc1 | -2.4 | -3.4 | -1.7 | -1.0 | 5.7 | -2.0 | 1.7 | -1.7 | -0.4 | -7.1
COc1cccc(-c2csc3nc[nH]c(=O)c23)c1 | -0.5 | -1.3 | -3.0 | 1.8 | 0.9 | -0.5 | 1.0 | 2.5 | 1.4 | 4.5
O=C(c1cccc(C(=O)N2CCc3ccccc32)n1)N1CCc2ccccc21 | 2.7 | -6.3 | 2.6 | 4.2 | -3.4 | -0.8 | -1.3 | -3.0 | 7.9 | -6.0
COCCNC(=O)c1cc2sc3ccccc3c2s1 | -6.3 | -7.1 | -3.6 | -1.8 | 4.0 | -1.6 | -0.7 | 3.0 | -4.2 | -4.0
O=C(Cn1nc(Cc2cccnc2)c2ccccc2c1=O)Nc1cc(F)ccc1F | -0.9 | 3.5 | -2.8 | 3.9 | 10.0 | -1.7 | 1.1 | 5.7 | 0.8 | -0.1
CC(C)C[C@H]1COc2cccc(NCCO)c2S(=O)(=O)N1 | 2.6 | 4.1 | -2.3 | -1.9 | -7.6 | -1.6 | -3.9 | 2.3 | -0.2 | /
Cc1ccc(S(=O)(=O)NC(CC(C)C)C(=O)Nc2ccncc2)cc1 (centres undefined) | -3.3 | 1.2 | -0.3 | -0.5 | 3.0 | -9.1 | 3.4 | -1.7 | 1.5 | -1.5
C/C(Cn1nc([N+](=O)[O-])cc1C)=N\NC(=O)COc1ccc(Cl)cc1Cl | 0.0 | 2.5 | -4.1 | -0.7 | -17.6 | -0.8 | 1.8 | 4.3 | -8.6 | 1.1
Cc1ccc(NC(=O)c2ccn(C(=O)Nc3ccccc3)n2)c(C)c1 | -0.5 | -2.0 | 2.7 | 2.4 | -4.6 | 1.1 | -0.1 | 0.9 | 0.5 | 2.4
Cc1ccc(C(O)c2ncc(-c3ccc(Cl)cc3)[nH]2)c(C)c1 (centres undefined) | 0.9 | -2.3 | 2.1 | -3.3 | 2.3 | -1.5 | 1.8 | 2.8 | -3.4 | /
O=C(NCc1ccccc1)Nc1nnc([C@@H]2C[C@H](O)[C@@H](CO)O2)s1 | 2.2 | -5.9 | 6.9 | -6.7 | -12.0 | 4.3 | -1.3 | 1.2 | -9.3 | /
CC(C)C[C@H]1COc2cc(Br)ccc2S(=O)(=O)N1Cc1cn(CCC2OCCCO2)nn1 | 2.3 | 3.0 | 6.1 | / | -1.7 | -0.5 | -1.1 | 0.1 | 3.9 | /
O=C(NC(Cc1ccccc1)C(=O)O)c1ccc(S(=O)(=O)N2CCCC2)cc1 (centres undefined) | 2.5 | -0.6 | -0.7 | 6.8 | 1.0 | -0.8 | 1.9 | 1.2 | -0.5 | 3.6
COc1ccc(S(=O)(=O)N2CCc3ccccc32)cc1C(=O)N1CCN(C=O)CC1 | 1.2 | 2.4 | -1.6 | -2.9 | -6.9 | -9.5 | 1.2 | 4.0 | 0.1 | -0.3
CC1CCCC(CC(N)=O)CC1 (centres undefined) | -2.2 | -5.7 | -0.7 | -0.7 | 4.0 | 0.7 | 0.2 | 0.3 | -2.0 | 10.3
Cc1ccc(-c2cc(C(=O)N3CCN(C(=O)c4ccco4)CC3)[nH]n2)cc1C | 0.8 | 10.8 | -1.9 | 4.9 | 5.6 | 0.1 | -3.1 | -3.5 | -0.2 | -4.0
CC(C)(C)NC(=O)NC(=O)COC(=O)C1c2ccccc2Oc2ccccc21 | 0.5 | -4.5 | -1.9 | 1.0 | 5.6 | 2.7 | -4.8 | -5.2 | 0.3 | -7.6

One compound at a time (already shown).
`Cc1ccc(-c2cc(C(=O)N3CCN(C(=O)c4ccco4)CC3)[nH]n2)cc1C` is listed with MBD2 inh = 0.8; SIAE primary = 10.8; GC-B act = -1.9; TCR-CD3 inh = 4.9; TDP2 absorb = 5.6; LEDGF integ inh = 0.1; PRMT1 FP inh = -3.1; rCAG binder = -3.5; mABHD4 FP = -0.2; HTRA1 inh = -4.0
`O=C(NC(Cc1ccccc1)C(=O)O)c1ccc(S(=O)(=O)N2CCCC2)cc1` (centres undefined) is listed with MBD2 inh = 2.5; SIAE primary = -0.6; GC-B act = -0.7; TCR-CD3 inh = 6.8; TDP2 absorb = 1.0; LEDGF integ inh = -0.8; PRMT1 FP inh = 1.9; rCAG binder = 1.2; mABHD4 FP = -0.5; HTRA1 inh = 3.6
